HSF1 inh: HSF1 inhibitors in luciferase reporter cells, primary screen, cell-based, NIH3T3, luminescence; NIH3T3-HGL HSE-luciferase, MG132-induced, luminescence 8 h; active compounds read low; activity change, negative = inhibition, % at 7.5 µM (by protocol); 300,000 compounds, 0.77% hits; AID 2098, 2009;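 active means more than half of replicate wells show activity change below -50%, luminescence cut by over half; inconclusive means some wells, but at most half, below -50%; inactive means no replicate well below -50%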;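 further: luciferase reports HSF-1 transcriptional activity via heat shock element; 0% = median of DMSO wells and -100% = zero luminescence signal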
HSP90 inh: HSP90 inhibitors, primary screen, cell lysate, luminescence; Heat shock protein HSP 90 (rabbit reticulocyte lysate; luciferase refolding); Rabbit reticulocyte lysate, luciferase refolding luminescence, 3 h; inhibition, % at 5.6 µM; 290,000 compounds, 0.91% hits;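 active means inhibition above the screen-wide mean plus 3 SD, computed separately per campaign, cut at about 16% in these data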;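 further: 0% = DMSO wells and 100% = 60 µM geldanamycin wells; inhibitors lower the luminescence because luciferase stays unfolded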
HIF activator: HIF pathway transcriptional activators, primary screen, cell-based, U2OS HRE-luciferase, luminescence; U2OS HRE-luciferase reporter; normalized: DMSO 0%, desferrioxamine 100%; activation, % at 7.5 µM (by protocol); 300,000 compounds, 0.32% hits;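 active means mean activation of at least 10% of the iron chelator positive control signal, with at least half of replicates also reaching 10%; inconclusive means mean and replicate majority disagree about reaching 10%; inactive means mean and most replicates under 10%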
Platelet DG rel: inhibitors of platelet dense granule secretion, primary screen, cell-based, MLPCN, human platelets. human platelet-rich plasma, SFLLRN dense granule ATP release, luminescence. inhibition, %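 (compounds screened at 7.5 µM in platelet-rich plasma)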. 300,000 compounds, 0.22% hits. AID 1663, 2009;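 active means mean replicate score, as percent of positive control, at or above 50; inconclusive means mean below 50 but at least one replicate at or above 50; inactive means mean and every replicate below 50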
aSyn 5UTR inh: MLPCN primary screen, SNCA 5' untranslated region. alpha-synuclein 5'UTR reporter, inhibitor activity. inhibition, % (tested at 7.5 µM). 300,000 compounds, 0.82% hits. AID 1813, 2009; in the data active means inhibition above about 60%; inconclusive means no clear call, values can overlap the other calls;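 further: H4 neuroglioblastoma cells stably carrying SNCA 5'UTR luciferase fusion; 0% = DMSO wells and 100% = positive control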
AI-2 QS mod: Vibrio harveyi AI-2 quorum sensing modulators, primary screen, JMH597 strain, luminescence/OD600 ratio. activity change, % at 7.5 µM. AID 2094, 2009. 300,000 compounds, 0.4% hits. Vibrio harveyi JMH597 AI-2 luminescence/OD600 ratio, 9 h; active compounds read low; strain lacks LuxN and CqsS sensors; 0 = neutral-control median; in the data active means activity change below about -75%, passing the limit was not always enough; inconclusive means no clear call, values can overlap the other calls;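 further: luminescence divided by OD600 gain over 9 h not by final OD600 alone; inactives centre near 13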
SKKanGAS inh: S. pyogenes SKKanGAS growth inhibitors in kanamycin, primary screen, streptokinase expression inhibitor project, SKKanGAS strain, BacTiter-Glo luminescence; 6 h; AID 1662, 2009; inhibition, % at 7.5 µM; 300,000 compounds, 1.3% hits;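 active means mean replicate score, as percent of positive control median, at least 50; inconclusive means mean below 50 but one replicate at or above 50; inactive means mean and every replicate below 50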;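 further: strain carries kanamycin resistance gene driven by streptokinase promoter and grows in 40 µg/ml kanamycin; loss of luminescence reflects streptokinase promoter inhibition or plain growth inhibition; 0% = median of DMSO wells and 100% = positive control at its reference dose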
KLF5 inhibitor: KLF5 expression inhibitors, primary screen, DLD-1 cells, luminescence; DLD-1 KLF5 promoter-luciferase reporter; inhibition, % at 5 µM; 290,000 compounds, 0.23% hits;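 active means inhibition above a per-plate limit of that plate's mean compound inhibition plus 3 SD, cut at about 60% in these data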;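 further: 0% = DMSO wells and 100% = LY294002 at 200 µM; higher means less KLF5 promoter-driven luciferase light; inactives centre near -14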
HSF-1 act: HSF-1 activators, primary screen, NIH3T3-HGL cells, MG132 stress, luminescence, single point. activation, % at 9 µM. 300,000 compounds, 1.7% hits. AID 504408, 2011. NIH3T3-HGL HSF-1 luciferase reporter, 8 h; 100% = twice DMSO control signal;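 active means mean replicate activation of at least 50% with a set share of replicates each reaching 50%; inconclusive means only one of those two conditions met; inactive means mean below 50% and too few replicates reaching it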;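 further: 0% = median of the neutral control wells and 100% = twice that signal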
IEC-6 cytotox: cytotoxicity in IEC-6 intestinal epithelial cells, primary screen, cytotoxicity control for KLF5 inhibitor project, cell-based, luminescence; 290,000 compounds, 0.78% hits; IEC-6 cytotoxicity, luminescence viability; AID 1825, 2009; inhibition, % at 5 µM; in the data active means inhibition above about 22%;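 further: 0% = plate median of test compound wells and 100% = cytotoxic reference compound wells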
Active calls of the source: *; ? = inconclusive; · = not tested or not shown.

SMILES	HSF1 inh	HSP90 inh	HIF activator	Platelet DG rel	aSyn 5UTR inh	AI-2 QS mod	SKKanGAS inh	KLF5 inhibitor	HSF-1 act	IEC-6 cytotox
COc1ccc(-n2c(C(C)n3nc(C)c([N+](=O)[O-])c3C)n[nH]c2=S)cc1 (stereo unspecified)	-2	-5	-0.3	0	-5	20	4	-13	-3	-5
O=C(OCN1C(=O)c2ccccc2C1=O)c1ccc(Cl)nc1	0	0	-0.1	6	13	8	-3	-12	33	3
COc1cc(NC(=O)c2ccc(Br)cc2)ccc1NC(=O)c1cc2ccccc2o1	-2	-2	0.3	0	2	12	-11	-50	1	-5
Cc1cc(C)nc(NC(=O)c2ccc(Cl)cc2[N+](=O)[O-])c1	-2	-4	-0.1	-6	16	18	2	16	-20	0
S=C(Nc1ccccc1Cl)NC1CCC(NC(=S)Nc2ccccc2Cl)CC1 (stereo unspecified)	-2	1	-1.5	0	4	12	-2	0	11	-4
COc1ccc(C(=O)COC(=O)c2ccn(C)n2)cc1	10	-1	2.2	-9	-83	5	4	-15	21	-1
CC(C)C(C(=O)NCC1CCCO1)N(C(=O)CNS(=O)(=O)c1ccc(F)cc1)c1ccccc1 (stereo unspecified)	2	2	-0.2	-2	7	2	2	2	17	-4
COC(=O)c1sccc1NC(=O)CSc1ccccc1NC(=O)CNC(C)C	4	0	-1.0	0	-40	9	10	-13	0	5
CC(=O)c1ccc(NC(=O)CCc2nnc3ccc(NCc4ccco4)nn23)cc1	2	-2	3.0	?	-95	24	4	-81	11	4
COc1ccc(Nc2nnc(SCc3cn4c(C)cccc4n3)s2)cc1	2	1	0.7	3	-5	-4	0	-12	4	22*
Cc1ccc(F)cc1NC(=O)c1cccc(N(C)C)c1	0	0	-0.9	0	-7	-3	4	-60	8	-2
CCN(CC(=O)NCc1ccc(Cl)cc1)C(=O)CSc1cccc(C(F)(F)F)c1	-8	·	0.5	-22	18	·	1	·	-3	·
O=C(C(Cl)Cl)N1c2ccccc2OCC1c1ccccc1 (stereo unspecified)	8	2	0.0	4	-42	7	5	5	23	37*
COc1cccc2cc(C(C)N(CCCN3CCOCC3)C(=S)Nc3ccc(C)c(C)c3)oc12 (stereo unspecified)	-4	4	0.0	-2	-23	-8	-3	2	1	4
COc1ccc(C2NC(=O)C(C)S2)cc1 (stereo unspecified)	7	-2	-0.1	0	-4	13	2	-17	-3	0
CCn1c(COc2cccc3ccccc23)nnc1SCC(N)=O	10	-2	-0.5	-3	8	30	-6	-12	6	1
S=C(NCc1cccs1)Nc1ccccc1Cl	4	-5	0.7	16	-4	3	9	-52	3	2
COc1cccc(CNC(=O)Nc2cccs2)c1	18	0	2.0	-5	-55	16	3	-23	42	-2
Cc1ccccc1-n1c(SCc2c(C)noc2C)nnc1-c1cccnc1	11	3	0.1	-24	0	14	3	-12	12	-2
Cc1c(-c2c(C#N)c(N)nc3c2CCCCCC3)cnn1C	-1	0	-0.5	-5	16	19	6	-14	1	2
Cc1ccc(S(=O)(=O)N(C)c2ccc(C(=O)NCC3CCCO3)cc2)cc1 (stereo unspecified)	5	0	-0.3	3	-1	12	5	-23	6	-4
COc1ccc(COC(=O)C2=C(C)NC(=O)NC2c2cccc(OC)c2OC)cc1 (stereo unspecified)	3	4	-5.6	-6	13	14	-11	-19	9	8
COc1ccccc1C1CCN(C(=O)c2ccc(C(C)(C)C)cc2)CC1	0	1	-0.5	0	9	-2	43	-20	-17	9
Cc1ccc(-n2nc(C(=O)O)nc2-c2ccccc2)cc1	-3	12	-0.2	-22	-18	9	0	-4	5	0
Cc1ccc(C2C(C#N)=C(N)OC3=C2C(=O)CCC3)s1 (stereo unspecified)	3	0	-0.7	3	7	11	7	-12	17	9
Cc1ccc(S(=O)(=O)N2CCCCC2C(=O)N(C)c2ccccc2)cc1 (stereo unspecified)	2	-1	-0.2	2	10	14	-1	-2	6	1
CN(c1ccccc1)S(=O)(=O)c1cccc(C(=O)Nc2ncn[nH]2)c1	-18	0	-0.5	-2	27	-2	-2	-13	-36	-9
CCNc1nc(NC(C)C)nc(N(C#N)C(C)C(=O)N(CC)CC)n1 (stereo unspecified)	-1	15	0.3	5	2	-5	5	-5	4	6
COc1ccc(S(=O)(=O)NC(C)C(=O)Nc2ccccc2F)cc1 (stereo unspecified)	0	1	-0.2	-6	2	48	2	-14	-7	-5
COc1ccc2cc(C(=O)C3CCCN(C(=O)/C=C/c4ccccn4)C3)ccc2c1 (stereo unspecified)	4	0	0.5	0	-2	14	1	-17	5	3
Cc1noc2ncnc(Oc3ccccc3)c12	-1	0	0.2	-30	17	5	-5	8	-13	0
Oc1ccc(-n2nnnc2SCc2c(F)cccc2Cl)cc1	-5	-2	-2.8	1	10	1	7	-15	7	-1
COc1ccc(/C=N/NC(=O)c2ccco2)cc1Cn1nc(C)cc1C	1	1	0.6	4	-45	10	-7	-1	1	2
Cc1cccc(Oc2nc3ccccn3c(=O)c2/C=C(\C#N)C(=O)NC2CCS(=O)(=O)C2)c1C (stereo unspecified)	17	11	-2.3	57*	7	22	3	4	17	16
CCCCC1=CC2=CC(=O)C(C)(OC(=O)C3CCCC3)C(=O)C2=CO1 (stereo unspecified)	2	·	-1.3	-7	-14	23	21	·	16	·
CC1(C)CN2C(=O)c3ccccc3C2(C)S1 (stereo unspecified)	-3	3	-0.4	-3	4	21	1	-11	-13	5
COc1ccc(NC2CCCN(C(=O)c3cn(C)c4ccccc34)C2)cc1 (stereo unspecified)	-1	-4	0.1	-10	16	17	2	-23	-9	5
Cc1sc2nc(SCc3ccccc3)n(Cc3ccco3)c(=O)c2c1C	9	-2	-0.2	8	49	·	21	-11	12	1
O=C(C1=C[C@H](c2ccccc2)C[C@H](OCCCCO)O1)N1CCN(Cc2ccc3c(c2)OCO3)CC1	0	-2	0.7	2	30	-2	1	-15	-3	-3
CN(CCCNC(=O)C1CCC(CNS(=O)(=O)c2ccccc2)CC1)Cc1ccccc1 (stereo unspecified)	-1	2	-0.3	0	21	14	-5	-19	-2	4
Cc1ccc(-c2noc(CCC(=O)NCCCN3CCN(c4cccc(Cl)c4)CC3)n2)cc1	1	-4	-0.9	5	-14	-2	4	-22	-12	-2
Cn1cccc1/C=N\NC(=O)c1cncc(Br)c1	-9	1	0.4	9	9	7	20	-11	4	7
CC12CCC(C(=O)N3CCCc4ccccc43)(CC1=O)C2(C)C (stereo unspecified)	-8	-4	-0.1	-8	-20	12	-7	-10	3	-5
COC(=O)C1CCN(C(=O)Cc2ccc(C)cc2)CC1	3	1	0.4	2	-11	7	-2	-37	25	0
CC(C)(C)NC1=CC(=O)OC12CCCCC2	-4	-3	-0.6	7	3	18	1	-17	-2	1
CC1CCc2nn(CC(=O)NCCN3CCCCC3C)cc2C1 (stereo unspecified)	-6	3	-0.3	4	11	13	-3	-1	-8	0
CC1CC(C)CN(C(=O)CCNS(=O)(=O)c2cccs2)C1 (stereo unspecified)	0	2	0.2	-1	-6	8	0	-9	0	0
CN1CCN(C(=O)Nc2ccccc2)CC1	-3	-6	-0.1	6	-1	16	-3	14	-1	2
O=C(O)CN1C(=O)CC(c2ccccc2)CC1=O	-2	-1	-3.3	4	-3	17	1	-22	-1	3
CC(=O)c1c(C)[nH]c(C(=O)CSc2nnc(CN3CCCCCC3=O)n2-c2ccccn2)c1C	·	-2	-0.8	-1	-1	4	-1	-3	·	-3
CC(=O)Nc1cccc(NC(=O)C2CCCN2C(=O)Nc2cccc(C)c2)c1 (stereo unspecified)	-7	1	-0.1	1	15	7	-9	-3	-2	-4
CCOc1ccccc1NC(=S)NC(=O)CCc1ccccc1	-7	4	0.2	1	7	9	2	-21	-2	-3
O=C(CCCN1C(=O)/C(=C\c2ccco2)SC1=S)Nc1ccc2ccccc2c1	4	-2	0.5	30	9	8	7	-16	23	-10
O=c1c2ccccc2[nH]c(=S)n1Cc1ccccc1Cl	-3	3	0.2	1	-7	2	5	-8	-1	12
COC(=O)c1ccc(C(=O)OC)c(NC(=O)CCC(=O)O)c1	-4	-1	-0.1	-1	12	13	-2	-4	-2	1
COc1ccccc1NC(=O)c1ccc(S(=O)(=O)N(C)C)cc1	-3	-2	-0.3	-5	12	24	-3	-7	9	-9
COCCN(C(=S)Nc1ccc(Cl)cc1OC)C1CCN(C(C)=O)CC1	3	3	-0.3	-3	-18	8	9	-11	-5	0
Oc1ccc(-c2csc(NCc3ccco3)n2)cc1	2	-3	0.2	6	-177	5	2	-41	2	0
O=C(NCCc1ccccc1)c1cc2ncc(Br)cn2n1	-1	-3	0.6	-3	-56	24	0	-51	11	-4
CC(C)[C@@H](C(=O)N1CCN(C(=O)OC(C)(C)C)CC1)n1cc(CCO)nn1	-6	12	0.3	-1	20	16	-6	-13	4	5

Next section:
SMILES	HSF1 inh	HSP90 inh	HIF activator	Platelet DG rel	aSyn 5UTR inh	AI-2 QS mod	SKKanGAS inh	KLF5 inhibitor	HSF-1 act	IEC-6 cytotox
C/C(=N\NC(=O)c1cc(-c2ccccc2C)nc2ccccc12)c1cccnc1	-1	-3	0.0	13	2	4	13	-22	-2	6
CCc1ccccc1NS(=O)(=O)c1ccc2[nH]cc(C(=O)NC3CCCC3)c(=O)c2c1	1	3	·	-3	12	11	12	-4	0	-8
CC(=O)c1c(C)[nH]c(C(=O)OC2CCOC2=O)c1C (stereo unspecified)	-9	-1	0.3	-2	-12	18	-3	-11	4	-1
O=C(NC(=S)Nc1cccc(O)c1)c1cncc(Br)c1	2	·	0.0	3	-21	-6	-3	·	7	·
CC(=O)N(CCO)Cc1cc2cc(C)cc(C)c2[nH]c1=O	-2	6	-0.2	-3	-16	12	0	-2	-8	3
Cc1ccc(NC(=O)CSc2nnc(-c3ccncc3)n2N)cc1C	4	-2	0.4	0	12	24	-11	-38	-5	2
CC(C)Oc1ccccc1/C=N/Nc1ccccc1[N+](=O)[O-]	-9	-4	0.4	-3	-209	18	4	-170	5	1
Fc1ccccc1Sc1ccccc1CNC1=NCCN1	-7	1	-0.2	6	11	-4	-1	-4	3	10
Oc1c(Br)cc(C=Nc2ccc3nc(-c4ccccc4)[nH]c3c2)c(O)c1Br	6	2	1.6	3	-124	76	6	-20	13	-3
Cc1[nH]nc2nc3c(c(OC(=O)c4ccccc4)c12)c(=O)n(C)c(=O)n3C	-6	0	0.1	-31	-14	6	-2	-37	3	-3

Screens: PubChem, several laboratories

An unsorted share of the library; any-hit rate near 6%.
